Assay outcomes deposited in PubChem by several laboratories.
PHOSPHO1 block = PubChem AID 1565 | Phosphoethanolamine/phosphocholine phosphatase (Homo sapiens), Q8TCT1 | recombinant PHOSPHO1, absorbance phosphatase assay | inhibition, % at 13.3 µM | actives 1.1% (n = 290,000); in the data active means inhibition above about 60%
MEKK3 PB1 HTS = modulators of MEKK3-MEK5 PB1 binding, primary screen, biochemical, wildtype MEKK3, multiplex bead flow cytometry, Alexa488-MEK5; Mitogen-activated protein kinase kinase kinase 3 (Homo sapiens), Q99759; bead-based flow cytometry, Alexa488-MEK5 binding to MEKK3; actives lie on both sides; 0 = blocked by unlabeled MEK5, 100 = vehicle; binding response (% of control), % at 10 µM; actives 1.4% (n = 290,000); AID 1529, 2009;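 active means binding response more than 3 SD above or below the average of its plate-row segment, actives on both sides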;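 further: Alexa488 bead fluorescence after subtracting the streptavidin-only scavenger bead signal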
GalR3 antagonist = GalR3 antagonists in HEK293 cells, primary screen, cell-based, fluorescence readout; Galanin receptor type 3 (Homo sapiens), O60755; AID 651719, 2012; inhibition, % at 3 µM; HEK293 GalR3-CNG cAMP membrane potential fluorescence; galR3 body fused to GalR1 C-terminus; actives 0.44% (n = 360,000);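 active means inhibition above the screen-wide average plus 3 SD, cut at about 13% in these data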;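 further: forskolin and galanin both at EC90 stimulate the cells; cAMP rise reported by CNG channel membrane potential dye signal; 0% = forskolin plus galanin with DMSO and 100% = forskolin alone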
M4 PAM = human M4 muscarinic receptor positive allosteric modulators, primary screen, CHO-K1 cells, Fluo-8 calcium fluorescence. Muscarinic acetylcholine receptor M4 (Homo sapiens), P08173. CHO-K1 hM4/Gqi5, ACh EC20; 0% = ACh EC20, 100% = maximal ACh. activation, % at 3 µM. actives 0.4% (n = 360,000). AID 624126, 2012;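 active means activation above its plate's cutoff, the mean activation of sample wells plus 3 SD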; further: some results filed as inactive read as strong as hits
IDE inh = human IDE inhibitors in live cells, primary screen, fluorescence polarization, HEK cells, FAbetaB substrate. FAbetaB cleavage. inhibition, % at 5.59 µM. actives 0.41% (n = 320,000). AID 434962, 2010;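 active means percent inhibition above the average of all tested compounds plus 3 SD, set per screening campaign, cut at about 16% in these data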;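 further: IDE supplied by intact live HEK cells; FP after avidin binding of uncleaved biotin substrate so inhibition keeps polarization high; 0% = DMSO wells and 100% = 60 µM reference IDE inhibitor Ii1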
Target sequence (P14735 whole entry, looked up): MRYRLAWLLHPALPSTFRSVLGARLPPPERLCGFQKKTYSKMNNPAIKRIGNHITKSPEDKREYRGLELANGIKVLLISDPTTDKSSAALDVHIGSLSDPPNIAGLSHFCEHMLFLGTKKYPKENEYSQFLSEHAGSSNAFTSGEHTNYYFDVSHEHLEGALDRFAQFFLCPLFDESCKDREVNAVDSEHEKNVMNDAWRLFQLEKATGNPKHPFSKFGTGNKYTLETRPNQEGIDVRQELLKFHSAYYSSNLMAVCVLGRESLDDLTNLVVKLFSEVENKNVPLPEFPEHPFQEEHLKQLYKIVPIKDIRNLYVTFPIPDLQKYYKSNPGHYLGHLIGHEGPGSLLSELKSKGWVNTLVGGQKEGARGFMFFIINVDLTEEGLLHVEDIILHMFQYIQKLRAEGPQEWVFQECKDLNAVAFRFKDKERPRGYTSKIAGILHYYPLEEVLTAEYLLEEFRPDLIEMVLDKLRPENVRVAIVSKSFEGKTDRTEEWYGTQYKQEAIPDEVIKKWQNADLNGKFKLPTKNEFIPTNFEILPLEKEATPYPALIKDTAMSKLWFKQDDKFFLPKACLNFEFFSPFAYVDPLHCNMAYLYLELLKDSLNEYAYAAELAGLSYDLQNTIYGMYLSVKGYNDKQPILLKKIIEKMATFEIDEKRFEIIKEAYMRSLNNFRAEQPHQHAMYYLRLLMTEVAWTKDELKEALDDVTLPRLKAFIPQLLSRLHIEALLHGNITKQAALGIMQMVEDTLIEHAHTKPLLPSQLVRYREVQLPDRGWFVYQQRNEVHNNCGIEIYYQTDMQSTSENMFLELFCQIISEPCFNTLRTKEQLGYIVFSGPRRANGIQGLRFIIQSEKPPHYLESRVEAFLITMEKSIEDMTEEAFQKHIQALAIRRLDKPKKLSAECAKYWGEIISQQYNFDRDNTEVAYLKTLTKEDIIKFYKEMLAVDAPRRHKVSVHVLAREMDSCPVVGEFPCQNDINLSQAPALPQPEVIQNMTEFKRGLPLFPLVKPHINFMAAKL
CRFBP-R2 agonist = agonists of CRF-BP/CRF-R2 complex, primary screen, cell-based, HEK293, calcium dye fluorescence, uHTS. activation, % at 13.2 µM. actives 0.46% (n = 350,000). calcium dye fluorescence (FLIPR); percent of saturating CRF peptide response. CRF-binding protein / CRF receptor 2 complex (human);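 active means activation of at least 50%, plus an integration ratio under a set limit after plate pattern correction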;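 further: plate controls were neutral control wells without compound for no effect and CRF at EC100 for full effect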
IDE act = human IDE activators in live cells, primary screen, fluorescence polarization, HEK cells, FAbeta-B substrate. activation, % at 5.96 µM. AID 493087, 2011. actives 0.073% (n = 340,000). Insulin-degrading enzyme (Homo sapiens), P14735. FAbeta-B cleavage; 0% vehicle, 100% cell-free pure enzyme wells;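 active means activation above the mean of all tested compounds plus 3 SD, set per screening campaign, cut at about 17% in these data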
p-CIP stab down = p/CIP-EGFP fusion destabilizers, primary screen, fluorescence, F442A cells | actives 0.01% (n = 290,000) | AID 1984, 2009 | 16 h | Q05BA5 | decrease of EGFP signal, % at 10 µM;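 active means EGFP signal decrease of at least 30% at 10 µM or well 3 SD below plate mean, unless failing retest; inactive means the rest, including hits failing retest or dose response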; further: some compounds called inactive have numbers as strong as hits; many of its hits are not listed in these tables
CRFBP-R2 block = antagonists of CRF-BP/CRF-R2 complex, primary screen, cell-based, HEK293, calcium dye fluorescence, uHTS; CRF-induced calcium fluorescence; inhibition, % at 11.8 µM; actives 0.59% (n = 350,000); AID 588475, 2011;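 active means inhibition of the ligand-induced calcium signal above about 50% at the single tested concentration, limit read from the data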
An asterisk follows results filed as active; / = not tested or not shown.

#	PHOSPHO1 block	CRFBP-R2 agonist	IDE inh	CRFBP-R2 block	p-CIP stab down	M4 PAM	GalR3 antagonist	MEKK3 PB1 HTS	IDE act	SMILES
1	21	4.3	8	-6	-7	-7	-10	109	4	Cc1cccc(N2CCN(S(=O)(=O)c3ccc4c(c3)NC(=O)CS4)CC2)c1C
2	-6	-0.4	0	-3	-5	3	4	107	-1	c1ccc(CN2CCN(c3ncnc4nc[nH]c34)CC2)cc1
3	35	1.1	0	-9	-2	5	-9	96	7	CC(C)(C)C(=O)NC1CCN(CC(=O)Nc2ccc3c(c2)OCO3)CC1
4	4	0.4	3	-20	-7	-4	-3	105	3	CCN(CC(=O)Nc1ccc2c(c1)CCC2)Cc1nc2ccccc2c(=O)[nH]1
5	88*	1.6	-4	6	-2	-3	-2	107	0	CC1Cc2ccccc2N1Cc1nc2scc(-c3cccs3)c2c(=O)[nH]1 (centres undefined)
6	3	-1.1	1	-16	-4	10	-1	99	-1	Cc1nc2c(=O)oc3ccccc3c2n1-c1ccccc1
7	95*	-0.5	2	-8	-3	6	1	96	2	CC(NC(=O)CSc1nnc(CC(=O)Nc2ccc(Cl)c(Cl)c2)n1C)c1ccccc1 (centres undefined)
8	/	-0.7	4	7	/	-1	-6	/	0	COc1cccc(N2CCN(C(=O)CCC(=O)c3ccc(Cl)s3)CC2)c1
9	/	0.7	5	20	/	/	-6	90	/	CS(=O)(=O)c1ccc(CNC(=O)C2(C(F)(F)F)CC(CCCO)CCCO2)cc1 (centres undefined)
10	-8	0.1	4	-4	-12	-5	-2	101	5	Cc1c(C(=O)Nc2nnc(SCc3ccccc3Cl)s2)cccc1[N+](=O)[O-]
11	27	-0.2	0	-13	-2	-10	-5	112	4	CCCN(CC1CC1)C(=O)COC(=O)c1ccc2c(c1)C(=O)N(c1ccc(OCC)cc1)C2=O
12	-14	-1.3	1	15	5	-3	1	122	-10	O=C(Cc1ccccc1)NCC(=O)OCC(=O)c1ccc([N+](=O)[O-])cc1
13	-12	1.0	-1	-5	-18	-10	-5	109	5	COc1ccc2c(CC(=O)OCC(=O)Nc3ccccc3[N+](=O)[O-])coc2c1
14	/	-2.1	-3	0	/	4	-1	/	4	CN(C)S(=O)(=O)c1ccc(N2CCCC2)c(C(=O)NCC(=O)Nc2ccc(F)c(F)c2)c1
15	39	-1.4	1	4	2	-1	-3	102	7	O=C(Nc1ccccc1N1CCCC1)c1ccc2c(c1)OCO2
16	-36	0.1	-4	3	2	-6	-6	100	2	CN(c1ccc(C(=O)Nc2cccnc2)cc1)S(=O)(=O)c1ccccc1
17	-2	0.8	0	-15	-8	4	/	107	1	O=C(NCCc1ccccc1)c1ccc(NC2=NC3CS(=O)(=O)CC3S2)cc1 (centres undefined)
18	-1	1.3	-1	-3	-6	0	-1	102	3	Cc1ccc(S(=O)(=O)N2CCCCC2)cc1NC(=O)COC(=O)C1=COCCO1
19	19	-2.5	2	0	16	-4	-5	100	5	Cc1ccc(C)c(N(CC(=O)NC2CCCC2)C(=O)CCC(=O)Nc2cc(C)on2)c1
20	15	13	3	17	0	7	/	100	-3	COC(=O)c1c(NC(C)=O)sc2c1CCN(Cc1ccccc1)C2
21	10	-2.1	9	-2	-8	-2	2	103	-1	Cc1nc2ccc(S(=O)(=O)NCC(=O)N3CCCC(C)C3)cc2s1 (centres undefined)
22	-1	-1.3	-1	6	12	1	-4	101	4	CC(NC(=O)c1ccco1)C(=O)OCc1cccc(Cl)c1 (centres undefined)
23	-14	-1.7	-2	2	-15	4	/	105	-2	O=C(CCn1c(=O)oc2ccccc21)Nc1nc2ccccc2s1
24	/	-3.4	/	7	/	5	-6	/	1	COc1ccc(C2CC(=O)Oc3cc(OC)c(OC)c(OC)c32)cc1 (centres undefined)
25	46	-0.8	-2	-6	-11	3	-6	103	2	CCc1ccccc1NC(=O)C1CCN(C(=O)c2ccc([N+](=O)[O-])cc2)CC1
26	18	-1.1	2	-6	0	2	3	102	6	CC(C)C(=O)NCC(c1ccc2c(c1)OCO2)N1CCOCC1 (centres undefined)
27	31	-0.1	/	1	-13	0	-3	108	1	COc1ccc(OC)c(S(=O)(=O)N/N=C(/C)c2ccc3c(c2)OCO3)c1
28	-4	0.1	0	10	-22	2	1	97	-2	O=c1cc(CSc2ccccn2)[nH]c(=O)[nH]1
